Rab9 promoter act: Rab9 promoter activation; Huh7 Rab9 promoter-luciferase reporter, luminescence, 24 h; Potency, µM (doses to about 9.22 µM), inactives show at the highest dose activation, negative = inhibition, most hits filed as activators; 320,000 compounds, 2.8% hits; note: % of control where 0% means no effect; nearly all actives have a fitted effect of over 60% in size
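Measured in stably transfected Huh7 cells bearing a Rab9 promoter–luciferase construct: 24 h compound treatment at 37 °C, followed by luminescence detection.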
MBNL1 CUG block: blocks human MBNL1 binding to CUG repeat RNA. TR-FRET MBNL1-His/biotin-(CUG)12 binding, 665/545 ratio. Potency, µM (titrated, usually from 57.5 µM), inactives show at the highest dose activity change, negative = inhibition, usual class: inhibitors. 280,000 compounds, 0.036% hits; active = well fitted inhibition curve with a large enough effect in the signal ratio, with a control signal flat, not every such curve was filed as active; inconclusive = small, poorly fitted or top-dose-only effect, or effect the other way, or a change in a side signal; inactive = no such curve, though single readings can be large or run the other way; the % refers to the signal ratio; note: % is set by controls: 0 for no effect and ±100 for the full control effect
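Compounds (final 92 nM to 58 uM) are added to His-tagged MBNL1 and biotin-(CUG)12, then terbium anti-His antibody and streptavidin-XL665 (5 nM final). After 60 min at room temperature, the 665/545 nm ratio is read.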
p53 reactivation: mutant p53 re-activation in reporter cells; H1299 p53-A138V BP100-luciferase reporter, luminescence, 24 h; Potency, µM (series often up to 92.2 µM), for the others: at the top dose activity change, positive = activation, usual class: activators; 320,000 compounds, 0.063% hits; AID 504706; note: % of control where 0% means no effect; nearly all actives have a fitted effect of over 45% in size
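H1299 (p53-null), stable ts p53-A138V + BP100-Luc; 1000 cells/well, Opti-MEM/10% FBS; cpd 4 pt, 1:5; 24 h, 37 deg C, 5% CO2; detection reagent 10 min RT; luminescence.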
FLuc modulator: counter-screen for miR-21 project: firefly luciferase inhibitors or activators | P08659 | purified FLuc, Km substrates, luminescence inhibition | Potency, µM (doses to about 57.5 µM), without a hit: at the top dose activity change, negative = inhibition, usual class: inhibitors | 360,000 compounds, 6.9% hits;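 note: plate controls were vehicle for no effect and reference inhibitor for full effect; nearly all actives have a fitted effect of over 55% in size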
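Purified P. pyralis luciferase (10nM final) with 10uM D-luciferin and 10uM ATP (Km levels) in 50mM Tris acetate pH 7.5, 10mM Mg acetate, 0.01% Tween-20, 0.05% BSA; qHTS 6-point titration, ~60 µM downward; luminescence read.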
BRCA1 expr act: increases BRCA1 expression | Potency, µM (top dose mostly 46.1 µM), for the others: at the highest dose activation, actives largely listed as activators | MCF7-BRCA1-FFLuc reporter, luminescence, 48 h; response scale: scaled: vehicle 0%, 10 µM genistein 100% | AID 624202 | 380,000 compounds, 1.1% hits; note: nearly all actives have a fitted effect of over 80% in size; some results filed as inactive show a strong effect at the top dose
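MCF7 cells carrying a BRCA1-firefly luciferase reporter (2000 cells/well, phenol-red free MEM) were attached for 2 h at 37 °C, then given compounds for 48 h. Luminescence was read 15 min after luciferase reagent; activity normalized to genistein (10 microM) and DMSO.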
NPC1 promoter act: activates the NPC1 promoter. Huh7 NPC1 promoter luciferase reporter, 24 h. Potency, µM (doses to about 9.22 µM), for inactives: at the top dose activation, actives largely listed as activators. 320,000 compounds, 2.4% hits. AID 485313;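 note: % of control where 0% means no effect; nearly all actives have a fitted effect of over 60% in size; reporter is driven by a mutant NPC1 promoter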
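Huh7 reporter cells (NPC1 promoter driving luciferase) are dosed with compound for 24 h at 37 °C, 5% CO2; luciferase detection reagent is then added and luminescence measured after 10 min at ambient temperature.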
RORg inh: ROR gamma (mouse) transcription inhibition; P51450; Drosophila S2 Gal4-RORgamma UAS-luciferase reporter, 20 h; Potency, µM (highest dose often 53.6 µM), for the others: top-dose activity change, negative = inhibition, usual class: inhibitors; 310,000 compounds, 5.4% hits; note: % is set by controls: 0 for no effect and ±100 for the full control effect; nearly all actives have a fitted effect of over 60% in size
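Compounds are pin-transferred onto Drosophila Schneider cells expressing a copper-inducible Gal4–ROR gamma transactivation domain fusion. After 1 hr, copper sulfate is added to 700 uM final; luciferase is read 20 hr later.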
VP16 counter: counter-screen for ROR gamma inhibitors: Gal4-VP16 reporter. Drosophila S2 Gal4-VP16 UAS-luciferase, luminescence, 20 h. Potency, µM (titrated, usually from 53.6 µM), inactives show at the highest dose activity, negative = inhibition, most hits filed as inhibitors. 310,000 compounds, 3.5% hits;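 note: Gal4-VP16 expression switched on by copper sulfate through the metallothionein promoter; % is set by controls: 0 for no effect and ±100 for the full control effect; nearly all actives have a fitted effect of over 50% in size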
ELG1 genotox: induces genotoxicity in HEK293T cells with luciferase-tagged ELG1 | AID 504466 | HEK293T ELG1-luciferase reporter, luminescence, 16 h | 330,000 compounds, 1.3% hits | Potency, µM (titrated, usually from 46 µM), for inactives: at the highest dose activity change, positive = activation, usual class: activators; note: % of control where 0% means no effect; nearly all actives have a fitted effect of over 60% in size
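ELG1-luciferase HEK293T cells, 2,000/well; compound pinned in; 16 hr, 37 °C, 5% CO2; ONE-Glo, 30 min RT; luminescence on CCD imager.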
uPA surface inh: blocks generation of uPA at the cell surface; AID 540303; cell surface uPA generation assay, qHTS; Potency, µM (series often up to 38.3 µM), for the others: at the top dose activity change, negative = inhibition, usual class: inhibitors; 330,000 compounds, 0.31% hits; active = well fitted inhibition curve with a large enough effect; inconclusive = small, poorly fitted or top-dose-only effect; inactive = no such curve, though single readings can be large or run the other way; tested in mouse RAW 264.7 cells; note: % is set by controls: 0 for no effect and ±100 for the full control effect; nearly all actives have a fitted effect of over 55% in size
CXXC DNA block: MLL CXXC-DNA interaction inhibition | Q03164 | MLL-CXXC / FITC-HOXA9 DNA fluorescence polarization | Potency, µM (highest dose often 115 µM), inactives show top-dose activity change, negative = inhibition, most hits filed as inhibitors | 290,000 compounds, 0.037% hits | AID 2662; active = well fitted inhibition curve with a large enough effect in the polarisation, with a control signal flat, not every such curve was filed as active; inconclusive = small, poorly fitted or top-dose-only effect, or effect the other way, or a change in a side signal; inactive = no such curve, though single readings can be large or run the other way; the % refers to the polarisation
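Fluorescence polarization: 7 uM MLL-CXXC (stock) preincubated 5 min with compounds, then 50 nM fluorescein-HOX-A9 DNA (stock) added; 30 min ambient. Buffer 50 mM Tris-HCl pH 7.5, 50 mM NaCl, 1 mM DTT, 0.05% BSA.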
An asterisk follows results filed as active; [ ] = remark or other dose. Unless noted, calls come from the whole dose curve; as a rule, active = well fitted curve in the direction sought with a large enough effect; inconclusive = small, poorly fitted or top-dose-only effect, or another doubt; inactive = no such curve, though single readings can be large; an effect the other way counts as inactive or inconclusive. Potency is the fitted concentration of half-maximal effect.

What do the screens show for `COc1ccc(C(C(=O)NC(C)(C)C)N(C(=O)CNC(=O)c2cccs2)c2ccc(NC(C)=O)cc2)cc1OC` (stereo not given)?
Rab9 promoter act: -2%; MBNL1 CUG block: -9%; p53 reactivation: 2%; FLuc modulator: -1%; BRCA1 expr act: 0%; NPC1 promoter act: -1%; RORg inh: 13%; VP16 counter: -1%; ELG1 genotox: 0%; uPA surface inh: 3%; CXXC DNA block: 1%

Results for O=C(NCCCn1ccnc1)c1ccccc1Cl ?
Rab9 promoter act: -1%; MBNL1 CUG block: -4%; p53 reactivation: 16%; FLuc modulator: 0%; BRCA1 expr act: 7%; NPC1 promoter act: -3%; RORg inh: -10%; VP16 counter: -12%; ELG1 genotox: -4%; uPA surface inh: 2%; CXXC DNA block: 1%

Results for Cc1occc1C(=O)N1CCN(S(=O)(=O)c2ccccc2)CC1 ?
Rab9 promoter act: -4%; MBNL1 CUG block: 6%; p53 reactivation: 15%; FLuc modulator: 4%; BRCA1 expr act: -18%; NPC1 promoter act: -1%; RORg inh: 2%; VP16 counter: 2%; ELG1 genotox: -7%; uPA surface inh: 23%; CXXC DNA block: 21%

Results for CCc1ccc(OC(C)C(=O)Nc2ccc(S(=O)(=O)Nc3nccs3)cc2)cc1 (stereo not given) ?
Rab9 promoter act: -8%; MBNL1 CUG block: 5%; p53 reactivation: -1%; FLuc modulator: -2%; BRCA1 expr act: -13%; NPC1 promoter act: -4%; RORg inh: -19%; VP16 counter: -6%; ELG1 genotox: 0%; uPA surface inh: -3%; CXXC DNA block: 4%

Results for COC(=O)c1ccccc1S(=O)(=O)N1CCCC(c2nc3c(nnn3Cc3ccc(C)cc3)c(=O)[nH]2)C1 (stereo not given) ?
Rab9 promoter act: -3%; MBNL1 CUG block: -1%; p53 reactivation: -4%; FLuc modulator: 2%; BRCA1 expr act: -34%; NPC1 promoter act: -7%; RORg inh: 28%; VP16 counter: 3%; ELG1 genotox: 4%; uPA surface inh: -11%; CXXC DNA block: -4%

How did CC(=O)c1ccc(C(=O)Nc2ccc(N3CCOCC3)cc2)cc1 do in these assays?
Rab9 promoter act: 4%; MBNL1 CUG block: -13%; p53 reactivation: -5%; FLuc modulator: -6%; BRCA1 expr act: 16%; NPC1 promoter act: 5%; RORg inh: 2%; VP16 counter: -4%; ELG1 genotox: 1%; uPA surface inh: -4%; CXXC DNA block: 1%

Results for O=C(NC1CC(=O)N(c2ccc3c(c2)OCCO3)C1)N1CCC(O)CC1 (stereo not given) ?
Rab9 promoter act: 0%; p53 reactivation: 6%; FLuc modulator: 3%; BRCA1 expr act: -11%; NPC1 promoter act: -3%; ELG1 genotox: 1%; uPA surface inh: 1%

Results for COc1ccc(/C=N/NC(=S)Nc2ccccc2)cc1COc1ccc(Br)cc1 ?
Rab9 promoter act: -10%; MBNL1 CUG block: 5%; p53 reactivation: 5%; FLuc modulator: 4%; BRCA1 expr act: -32%; NPC1 promoter act: 2%; RORg inh: 0.32µM*; VP16 counter: 2.2µM*; ELG1 genotox: -2%; uPA surface inh: -5%; CXXC DNA block: 18%

What do the screens show for `c1nc(N2CCCC2)c2[nH]cnc2n1`?
Rab9 promoter act: -3%; MBNL1 CUG block: -16%; p53 reactivation: 12%; FLuc modulator: 3%; BRCA1 expr act: 9%; NPC1 promoter act: -1%; RORg inh: -4%; VP16 counter: -1%; ELG1 genotox: 5%; uPA surface inh: -23%; CXXC DNA block: 1%

How did COc1ccc(CNC(C)(C)C)cc1Cl do in these assays?
Rab9 promoter act: -5%; MBNL1 CUG block: 2%; p53 reactivation: 2%; FLuc modulator: 1%; BRCA1 expr act: 3%; NPC1 promoter act: 1%; RORg inh: 9%; VP16 counter: -7%; ELG1 genotox: 1%; CXXC DNA block: 0%

What do the screens show for `COc1cccc(C2=CC(c3ccc(OC)c(OC)c3OC)n3nnnc3N2)c1` (stereo not given)?
Rab9 promoter act: 16%; MBNL1 CUG block: -8%; p53 reactivation: 15%; FLuc modulator: -13%; BRCA1 expr act: -18%; NPC1 promoter act: 10%; RORg inh: -32%; VP16 counter: inconclusive; ELG1 genotox: 22%; uPA surface inh: 2%; CXXC DNA block: -9%

Results for C=CCNc1nc(Nc2ccc(-c3nc4ccccc4o3)cc2)nc(N2CCOCC2)n1 ?
Rab9 promoter act: -1%; MBNL1 CUG block: 0%; p53 reactivation: -4%; FLuc modulator: -3%; BRCA1 expr act: -57%; NPC1 promoter act: -3%; RORg inh: -10%; VP16 counter: -12%; ELG1 genotox: -3%; uPA surface inh: 7%; CXXC DNA block: -14%

Results for O=C(NNC(=S)NC(=O)c1ccccc1[N+](=O)[O-])c1ccccc1 ?
Rab9 promoter act: -9%; MBNL1 CUG block: 41%[activator]; p53 reactivation: 3%; FLuc modulator: 4%; BRCA1 expr act: -24%; NPC1 promoter act: 0%; RORg inh: 15%; VP16 counter: 7%; ELG1 genotox: -1%; uPA surface inh: -3%; CXXC DNA block: -17%

How did Cc1ccc2c(Cl)c(C(=O)Nc3nn[nH]n3)sc2c1 do in these assays?
Rab9 promoter act: -11%; MBNL1 CUG block: 0%; p53 reactivation: -3%; FLuc modulator: 17µM*; BRCA1 expr act: -3%; NPC1 promoter act: -3%; RORg inh: inconclusive; VP16 counter: -13%; ELG1 genotox: -10%; uPA surface inh: 3%; CXXC DNA block: 10%

What do the screens show for `CCOc1ccccc1C1C(C#N)=C(N)Oc2cc(C)n(Cc3ccccn3)c(=O)c21` (stereo not given)?
Rab9 promoter act: -6%; MBNL1 CUG block: 17%; p53 reactivation: 4%; FLuc modulator: 4%; BRCA1 expr act: 4%; NPC1 promoter act: -2%; RORg inh: 4%; VP16 counter: 4%; ELG1 genotox: -5%; CXXC DNA block: 4%

How did Clc1ccc(-c2cccs2)nn1 do in these assays?
Rab9 promoter act: 28%; MBNL1 CUG block: 5%; p53 reactivation: 4%; FLuc modulator: 1%; BRCA1 expr act: 1%; NPC1 promoter act: -1%; RORg inh: 23%; VP16 counter: -7%; ELG1 genotox: 16%; uPA surface inh: 1%; CXXC DNA block: 4%

How did O=C(Nc1ncc2c(n1)-c1ccccc1CC2)C1CC1 do in these assays?
Rab9 promoter act: -3%; MBNL1 CUG block: 2%; p53 reactivation: 7%; FLuc modulator: -8%; BRCA1 expr act: -53%; NPC1 promoter act: 0%; RORg inh: 22%; VP16 counter: 1%; ELG1 genotox: -3%; uPA surface inh: 4%; CXXC DNA block: 3%

How did CN=C(Nc1cc(C)nn1CCC#N)c1ccccc1 do in these assays?
Rab9 promoter act: -8%; MBNL1 CUG block: -4%; p53 reactivation: -6%; FLuc modulator: 1%; BRCA1 expr act: -4%; NPC1 promoter act: 5%; RORg inh: 12%; VP16 counter: 1%; ELG1 genotox: 0%; uPA surface inh: 6%; CXXC DNA block: -4%

What do the screens show for `CSc1nc(N)c(NC(=O)c2ccc(Br)o2)c(=O)[nH]1`?
Rab9 promoter act: 0%; MBNL1 CUG block: -11%; p53 reactivation: -12%; FLuc modulator: 4%; BRCA1 expr act: 9%; NPC1 promoter act: 0%; RORg inh: -13%; VP16 counter: -10%; ELG1 genotox: 0%; uPA surface inh: -7%; CXXC DNA block: 4%

How did COc1ccc(C/C(N)=N/OC(=O)Cc2ccc(OC)c(OC)c2)cc1 do in these assays?
Rab9 promoter act: 0%; MBNL1 CUG block: -8%; p53 reactivation: -4%; FLuc modulator: -20%; BRCA1 expr act: 5%; NPC1 promoter act: -4%; RORg inh: 18%; VP16 counter: -15%; ELG1 genotox: -3%; uPA surface inh: -4%; CXXC DNA block: 11%

Results for COc1ccc(-c2cn3nc(SCC(=O)NCC4CCCO4)ccc3n2)cc1 (stereo not given) ?
Rab9 promoter act: 1.6µM*; MBNL1 CUG block: 22%; p53 reactivation: 10%; FLuc modulator: 2.7µM*; BRCA1 expr act: 19%; NPC1 promoter act: inconclusive; RORg inh: inconclusive; VP16 counter: inconclusive; ELG1 genotox: inconclusive; uPA surface inh: inconclusive; CXXC DNA block: 19%

Screens deposited in PubChem by National Center for Advancing Translational Sciences (NCATS).

Not all compounds are listed; the hit share may differ from the screen's.
